# Screens: PubChem, several laboratories
# Peg3 prom inh – Peg3 promoter activity inhibition | 1.7% of 360,000 active | inhibition, % at 20 µM | HeLa PEG-Prom luciferase reporter, luminescence, overnight;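 active = inhibition of at least 50% at 20 µM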
# KKLEB cytotox – counter-screen for CF NF-kB inhibitors: cytotoxicity; activity change (cytotoxicity), % at 5 µM; 0.36% of 360,000 active; KKLEB CF airway cells viability, ATPlite luminescence, overnight; stronger effect = lower value; cells stimulated with P. aeruginosa culture filtrate;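 active = corrected activity change at or below -50% at 5 µM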
# aDG glyco up – increases alpha dystroglycan glycosylation | Pro5-aDG cells, alpha-DG glycosylation AlphaScreen (IIH6); 0% Pro5, 100% B10-LARGE cell signal | activation, % at 10 µM | 0.22% of 360,000 active | AID 624168;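 active = activation of at least 8% versus controls, or a plate z-score of at least 8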;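 also: Pro5 are CHO cells carrying HIG-tagged alpha-DG that lacks glycosylation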
# CF NFkB inh – cystic fibrosis NF-kB activation inhibition | KKLEB NF-kB-GFP reporter, PAF-induced, GFP fluorescence overnight | 0.86% of 360,000 active | AID 588850 | inhibition, % at 5 µM;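 active = at least 50% inhibition at 5 µM, scaled per plate between neutral and stimulator controls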;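 also: PAF is a Pseudomonas aeruginosa culture filtrate used as stimulus; plate controls were PAF-stimulated DMSO wells for no effect and unstimulated DMSO wells for full effect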
# TWEAK Fn14 block – inhibitors of TWEAK-Fn14 interaction signaling; TWEAK-stimulated Fn14 reporter cells, luciferase luminescence, 8 h; inhibition, % at 10 µM; 2% of 360,000 active; in the data active = inhibition above about 50%
# NR2E3 ag-1 – activates human NR2E3 receptor; Q9Y5X4; CHO-S Gal4-NCOR/VP16-NR2E3 two-hybrid, luciferase; AID 602229; inhibition of corepressor binding, % at 3.98 µM; 0.35% of 360,000 active;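 active = inhibition above the mean of all tested compounds plus 3 SD, cut at about 70% in these data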;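 also: 0% = DMSO with NR2E3 transfected cells and 100% = cells lacking NR2E3 construct; higher means lower luciferase signal from less NR2E3 corepressor binding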
# Target sequence (Q9Y5X4 whole entry, looked up, the tested form may be a part): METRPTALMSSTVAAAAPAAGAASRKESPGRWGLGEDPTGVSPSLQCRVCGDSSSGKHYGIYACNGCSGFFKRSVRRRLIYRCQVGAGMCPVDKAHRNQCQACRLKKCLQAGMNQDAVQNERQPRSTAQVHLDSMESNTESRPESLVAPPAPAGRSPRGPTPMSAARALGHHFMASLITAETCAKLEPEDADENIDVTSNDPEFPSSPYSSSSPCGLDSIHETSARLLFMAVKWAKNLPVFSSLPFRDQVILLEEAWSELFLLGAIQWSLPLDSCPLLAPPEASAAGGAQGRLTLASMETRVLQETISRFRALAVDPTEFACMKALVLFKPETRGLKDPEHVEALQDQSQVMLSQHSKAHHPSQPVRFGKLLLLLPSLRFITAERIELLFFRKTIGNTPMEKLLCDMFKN
# NR2E3 ag-2 – agonists of human nuclear receptor NR2E3; Q9Y5X4; GST-NR2E3/biotin-RetCOR TR-FRET, 1536-well; inhibition of corepressor binding, % at 4.78 µM; 0.12% of 320,000 active; AID 2300;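 active = percent inhibition above the cutoff of mean plus 3 SD of all tested compounds, set per screening campaign, cut at about 20% in these data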;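 also: 0% = DMSO wells and 100% = biotin wells as full block of FRET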
#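 System: GST-NR2E3 and biotin-RetCOR proteins; probe or stimulus: 7 nM biotin-RetCOR; doses: compound at 4.8 µM, single dose; schedule: Compound–protein incubation for 5 h at 4 °C; detection: time-resolved FRET; read-out: percent inhibition; controls: biotin wells as high control, 0.6% DMSO wells as low control; format: 1536-well plates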
# Shn3 inh set2 – Schnurri-3 reporter inhibition in Clone20 osteoblasts | Clone20 osteoblast Shn3 3'UTR firefly luciferase, 24 h | inhibition, % at 12.5 µM | 0.52% of 360,000 active;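 active = mean inhibition of at least 75% with every replicate also reaching 75%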;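 also: 0% = median of neutral control wells and 100% = pilot-screen positive control compound; some compounds past the cut are filed as inactive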
# hiPSC survival – increases survival of single human iPS cells. hiPSC single-cell survival, ATPlite luminescence; 100% = ROCK inhibitor wells, 0% = DMSO. survival enhancement, % at 20 µM. 0.044% of 360,000 active; in the data active = survival enhancement above about 18%;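 also: cells exposed to compounds for 16 hours before the ATP read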
# HIF-2a inh – blocks HIF-2a reporter activity; 0.72% of 360,000 active; 786-0 RCC cells HIF-2a reporter, luciferase luminescence, overnight; AID 624352; inhibition, % at 18.8 µM;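 active = inhibition of the luminescence signal of 40% or more relative to plate controls, in a single-dose primary screen at 18.75 µM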
# MITF TRPM1 inh – reduces MITF-dependent TRPM1 promoter luciferase signal. SK-MEL-5 TRPM1 promoter luciferase, 24 h. inhibition, % at 12.5 µM. 0.83% of 330,000 active;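 active = mean inhibition across replicates of 60% or more, whatever share of single replicates reaches that level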; also: values of inactives mirror those of a sister screen read the other way
# * hit, by the source's call; / = no result given.
# Values run as follows: Peg3 prom inh | KKLEB cytotox | aDG glyco up | CF NFkB inh | TWEAK Fn14 block | NR2E3 ag-1 | NR2E3 ag-2 | Shn3 inh set2 | hiPSC survival | HIF-2a inh | MITF TRPM1 inh
1) COc1ccccc1NS(=O)(=O)c1cccc(C(=O)NNC(=O)C(C)NC(=O)c2ccco2)c1 (stereo not drawn)
 : -5 | -10 | -0.4 | 3 | 5 | -23 | / | 2 | -0.2 | 11 | -2
2) CCn1cc(CN2CCN(Cc3ccsc3)C(CCO)C2)cn1 (stereo not drawn)
 : -1 | -4 | -0.2 | 12 | -2 | 2 | 1 | -10 | 0.0 | 12 | -1
3) Cc1cc(/C=C2/C(=N)N3C(=NC2=O)SN=C3S(C)(=O)=O)c(C)n1-c1ccccc1
 : -192 | -9 | -0.3 | -5 | -18 | -79 | 2 | -12 | -4.4 | -152 | -51
4) CCOC(=O)c1cccc(N2C(=O)Nc3ccccc3N2O)c1
 : -1 | -5 | -0.3 | 11 | -17 | -5 | 1 | 6 | -1.7 | 0 | 7
5) Cc1ccc(NC(=O)COc2ccccc2C#N)cc1S(=O)(=O)N1CCCCCC1
 : 4 | -9 | 0.0 | 13 | 16 | -39 | 1 | -7 | -0.4 | -68 | -21
6) Cc1ccc(S(=O)(=O)NNC(=O)c2ccc(F)cc2)cc1
 : 4 | -1 | 0.0 | 19 | -5 | 24 | 10 | 0 | -0.9 | 17 | -1
7) NS(=O)(=O)c1cccc(NC(=O)COC(=O)c2ccccc2SCC(=O)N2CCCC2)c1
 : 3 | -1 | 0.0 | -17 | -19 | -9 | / | -10 | -0.2 | -8 | 5
8) COc1ccc(OCC(=O)Nc2ccc(N3CCC(C)CC3)cc2)cc1
 : 7 | 3 | 0.4 | 5 | -20 | 4 | 1 | 15 | -0.1 | 5 | 6
9) CCOC(=O)C1=C(C)NC(=O)NC1c1ccc(Cl)cc1Cl (stereo not drawn)
 : 13 | 12 | 0.1 | 4 | 15 | 5 | -1 | -5 | 7.9 | 8 | 6
10) NS(=O)(=O)c1ccc(CNS(=O)(=O)c2ccc(Cl)nc2)cc1
 : 0 | 19 | -0.3 | -10 | -16 | -15 | -1 | -17 | -2.2 | -17 | -4
11) COCCN(CCOC)Cc1c(C)[nH]c2ccccc2c1=O
 : 14 | 1 | 0.2 | -2 | 1 | -14 | 1 | -2 | 1.0 | 20 | -10
12) C/C(CC(=O)NCc1ccco1)=N\NC(=O)c1ccc([N+](=O)[O-])cc1Cl
 : -80 | -1 | 0.2 | 8 | -13 | -10 | 1 | 14 | -0.3 | 0 | 3
13) CCC(C)NC(=O)c1ccc(CN2CCc3ccccc3C2)cc1 (stereo not drawn)
 : 26 | 2 | 0.0 | -5 | -7 | -8 | -2 | 7 | 0.8 | 19 | 7
14) Cc1cc(OCC(=O)N2CCC[C@@H]2C(=O)O)c2c(C)c(C)c(=O)oc2c1
 : -8 | 1 | 0.2 | -1 | -7 | -9 | 3 | -28 | 0.1 | -5 | /
15) Cc1ccc(C(=O)N/N=C/c2cccc(OC(=O)/C=C/c3ccco3)c2)cn1
 : -81 | -1 | -0.1 | -5 | -19 | -37 | -4 | -48 | -1.3 | -29 | -28
16) COc1ccc(Br)cc1CN(C)CC(O)COc1ccc(Br)cc1 (stereo not drawn)
 : 12 | -4 | 0.1 | 12 | -21 | 4 | -3 | 1 | 0.2 | 9 | -2
17) Cc1cc(C)n(-c2nc(NCC(C)O)c3c4c(sc3n2)CCCC4)n1 (stereo not drawn)
 : -62 | -5 | 2.7 | -5 | -24 | 40 | -3 | 17 | 0.9 | -178 | 2
18) COc1ccc(CNC(=O)COC(=O)CCCOc2ccc(Cl)cc2Cl)cc1
 : 11 | -1 | 0.0 | 12 | 9 | 9 | 1 | -16 | 3.6 | 43* | 3
19) COc1ccc2c(c1)NC(c1ccc(N(C)C)cc1)c1cccn1-2 (stereo not drawn)
 : -7 | -10 | 0.1 | -18 | -10 | -17 | 0 | / | 0.9 | -31 | 6
20) CCOc1ccccc1C1C(C#N)=C(N)Oc2cc(C)n(C)c(=O)c21 (stereo not drawn)
 : 11 | -1 | -0.2 | -5 | -2 | -18 | -7 | 1 | -1.4 | -2 | -2
21) CSc1ncc(CN2CCc3c([nH]c4ccccc34)C2c2cccc(C)n2)cn1 (stereo not drawn)
 : 8 | -19 | -0.1 | 18 | -14 | 23 | 4 | -3 | -0.6 | -10 | 21
22) COC(=O)c1ccc(C(c2c(C)n(C)n(-c3ccccc3)c2=O)c2c(C)n(C)n(-c3ccccc3)c2=O)cc1
 : 15 | -5 | -0.1 | -13 | 15 | 6 | -2 | 8 | 0.0 | 22 | 11
23) COc1ccc(C(c2nnnn2C2CCCCC2)N2CCN(C/C=C/c3ccccc3)CC2)cc1 (stereo not drawn)
 : 4 | -23 | 0.1 | 34 | 8 | 16 | / | 12 | 0.3 | -13 | /
